From PubChem
Mcl1-Noxa inh = disrupts binding of human Mcl-1 to Noxa peptide | AID 1022 | Q07820 | TR-FRET Mcl-1/Noxa peptide binding, 2 h | inhibition, % at 21.7 µM | 220,000 compounds, 1.5% hits;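 active = compounds that cut the protein-peptide binding signal by more than 50% relative to plate controls in a single-dose test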;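 note: His-tagged Mcl-1 with rhodamine Noxa BH3 peptide and terbium anti-His antibody; 0% = Mcl-1 plus Noxa peptide wells and 100% = peptide-only wells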
Bcl-2 Bim block = disrupts Bim peptide binding to human Bcl-2; P10415; inhibition, % at 10 µM; Bead-based flow cytometry, Bim peptide-Bcl-2 binding; 190,000 compounds, 0.06% hits; in the data active = inhibition above about 40%; inconclusive = no clear call, values can overlap the other calls;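 note: 0% = no compound wells with probe peptide and 100% = reference peptide inhibitor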
Target sequence (P10415 whole entry, looked up): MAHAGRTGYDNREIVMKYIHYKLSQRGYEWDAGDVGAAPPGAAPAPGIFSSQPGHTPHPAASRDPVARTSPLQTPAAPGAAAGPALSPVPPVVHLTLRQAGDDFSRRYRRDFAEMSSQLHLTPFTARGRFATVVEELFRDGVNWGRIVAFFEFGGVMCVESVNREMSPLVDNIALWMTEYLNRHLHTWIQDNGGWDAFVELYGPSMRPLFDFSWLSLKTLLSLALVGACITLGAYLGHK
Bfl-1 Bim block = inhibitors of Bim-Bfl-1 interaction, human | Q16548 | Bead-based flow cytometry, Bim-Bfl-1 binding inhibition | inhibition, % at 10 µM | 190,000 compounds, 0.12% hits | AID 1008;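 note: 0% = wells without compound plus tracer and 100% = blocker peptide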
Mcl1-Bid inh = Mcl-1/Bid interaction inhibition. TR-FRET Mcl-1/Bid-Dy647 peptide binding, 1536-well. inhibition, % at 21.7 µM. 220,000 compounds, 0.97% hits;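 active = compounds that cut the binding signal by more than half at the single screening dose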;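 note: His-tagged Mcl-1 with europium anti-His antibody binding Bid BH3 peptide; 0% = Mcl-1 plus peptide wells and 100% = peptide-only wells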
Mcl-1 Bim block = human Bim-Mcl-1 interaction inhibition. inhibition, % at 10 µM. 190,000 compounds, 0.1% hits. Bead-based flow cytometry, Bim peptide-Mcl-1 binding. Q07820;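 note: 0% = no compound tracer wells and 100% = peptide blocker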
Bim-Bcl-XL = inhibitors of Bim-Bcl-XL interaction, human | inhibition, % at 10 µM | Q07817 | AID 1007 | 190,000 compounds, 0.04% hits | Bim peptide-Bcl-XL binding, bead flow cytometry, fluorescence
Target sequence (Q07817 whole entry, looked up): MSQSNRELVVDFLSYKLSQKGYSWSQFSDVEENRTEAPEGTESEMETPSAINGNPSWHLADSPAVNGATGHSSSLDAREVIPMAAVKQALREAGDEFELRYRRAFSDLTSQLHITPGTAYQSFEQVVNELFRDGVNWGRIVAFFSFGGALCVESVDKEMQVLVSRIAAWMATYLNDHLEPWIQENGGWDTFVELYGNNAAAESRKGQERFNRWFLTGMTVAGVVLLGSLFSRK
RGS7-Gao reg = human RGS7-Galphao interaction regulation | AID 1439 | Multiplexed bead flow cytometry, RGS7-Galphao binding; actives lie on both sides | binding response (% of control), % at 10 µM | 220,000 compounds, 0.35% hits | P09471; in the data active = binding response below about 49% or above about 150%; inconclusive = no clear call, values can overlap the other calls; inactive = in between;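 note: fluorescent Galphao held in activated GDP-AlF4 state binding bead-coupled RGS7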
Target sequence (P09471 whole entry, looked up): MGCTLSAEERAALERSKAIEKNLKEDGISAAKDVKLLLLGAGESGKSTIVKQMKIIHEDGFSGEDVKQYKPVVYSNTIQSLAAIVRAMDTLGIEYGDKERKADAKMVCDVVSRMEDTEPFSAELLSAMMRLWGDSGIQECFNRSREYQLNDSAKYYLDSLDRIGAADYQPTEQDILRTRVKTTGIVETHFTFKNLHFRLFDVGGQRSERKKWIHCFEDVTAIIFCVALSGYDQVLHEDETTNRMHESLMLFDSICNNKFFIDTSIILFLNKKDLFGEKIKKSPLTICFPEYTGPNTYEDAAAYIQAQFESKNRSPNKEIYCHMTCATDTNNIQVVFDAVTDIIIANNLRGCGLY
RGS4-Gao reg = modulates binding of RGS4 to human Galphao. P09471. Multiplexed bead flow cytometry; actives lie on both sides. binding response (% of control), % at 10 µM. 220,000 compounds, 0.33% hits. AID 1415; in the data active = binding response below about 49% or above about 150%; inactive = in between;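 note: fluorescent Galphao activated with aluminum fluoride binding bead-coupled RGS4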
Bcl-W Bim block = human Bim-Bcl-W interaction inhibition. Q92843. bead-based flow cytometry, Bim peptide-Bcl-W binding. inhibition, % at 10 µM. 190,000 compounds, 0.02% hits;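 note: 0% = bound tracer without compound and 100% = peptide blocker; higher means less fluorescent Bim peptide bound to Bcl-W beads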
RGS8-Gao reg = human RGS8-Galphao interaction regulation. response (percent of control binding), % at 10 µM. AID 1423. multiplexed bead flow cytometry, RGS8-Galphao binding; actives lie on both sides. P09471. 220,000 compounds, 0.34% hits; in the data active = response below about 60% or above about 140%; inactive = in between;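 note: Galphao activated as the GDP aluminium fluoride complex binding bead-coupled RGS8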
Bcl-B Bim block = inhibitors of Bim-Bcl-B interaction, human. bead-based flow cytometry, Bim peptide-Bcl-B binding. inhibition, % at 10 µM. 190,000 compounds, 0.073% hits. AID 951;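 note: 0% = tracer peptide without compound and 100% = reference inhibitor peptide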
Target sequence (Q9HD36 whole entry, looked up): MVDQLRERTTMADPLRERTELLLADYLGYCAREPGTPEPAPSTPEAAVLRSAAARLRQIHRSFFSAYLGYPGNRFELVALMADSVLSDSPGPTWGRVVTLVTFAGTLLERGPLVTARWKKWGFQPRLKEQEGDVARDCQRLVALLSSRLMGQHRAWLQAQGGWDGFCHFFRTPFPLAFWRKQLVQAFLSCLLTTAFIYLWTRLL
* marks the source's active call; other numbers are inactive results; u = inconclusive; x = no result given. Cut-off read from the data, not from the text of the source, unless noted: active = inhibition above about 40%.

SMILES	Mcl1-Noxa inh	Bcl-2 Bim block	Bfl-1 Bim block	Mcl1-Bid inh	Mcl-1 Bim block	Bim-Bcl-XL	RGS7-Gao reg	RGS4-Gao reg	Bcl-W Bim block	RGS8-Gao reg	Bcl-B Bim block
O=C(CCN1C(=O)c2ccccc2S1(=O)=O)Nc1nc2c(s1)CCCC2	10	0	0	-8	-1	-1	99	100	0	100	-2
CC(C)=CC(=O)OCc1cc([N+](=O)[O-])cc2c1OCOC2	4	0	-5	-51	0	-7	u	94	-2	94	-3
CSc1nnc(-c2cnccn2)n1Cc1ccccc1	-8	0	-3	-25	-1	0	101	100	0	102	-3
CCn1cc(C(=O)N2CCN(c3ccccc3OC)CC2)c2cc(OC)c(OC)cc2c1=O	10	0	2	4	-3	-1	96	93	-5	94	-3
O=C(CCCCN1CCCCC1)c1ccc2c(c1)Cc1ccccc1-2	-5	-1	0	-11	-2	-4	122	120	-2	122	-4
O=C(NC1CCS(=O)(=O)C1)/C(=C\c1ccco1)NC(=O)c1ccccc1 (configuration not stated)	15	x	x	-29	x	x	u	98	x	98	x
O=C(CCn1c(=O)sc2ccccc21)Nc1nc2ccccc2s1	22	-6	-9	3	0	-4	101	101	-1	101	-8
Cc1cc(C)n(-c2ccc(C(=O)Nc3ccc4c(c3)OCO4)cc2)n1	10	-15	-7	-30	-27	-16	84	79	-3	89	-13
Cc1cc(OCC(=O)NC2CCCCC2)ccc1Cl	18	-1	-1	-5	-5	-6	96	101	-3	104	-5
CCOc1ccc(N2CCCn3c2nc2c3c(=O)n(CCc3ccccc3)c(=O)n2C)cc1	20	0	-3	-97	1	4	101	107	0	103	1
COc1ccc(S(=O)(=O)N2CCN(CC(=O)Nc3cccc(F)c3)CC2)cc1	-16	-2	0	-3	4	-1	102	102	-3	102	0
CCOc1cc(CN2CCN(CCc3ccccc3)C(CCO)C2)ccc1OC (configuration not stated)	3	-6	-5	-21	-5	-8	102	98	-5	101	-12
O=C(O)c1c(F)c(F)cc2ccccc12	10	-5	-6	16	-2	-7	97	101	-2	99	-12
O=C(c1cc2ccccc2o1)N1CCN(c2ccccc2Cl)CC1	17	-6	-10	-25	-1	-1	103	105	6	100	-4
CC(C)CC(=O)N1CCN(Cc2cccc([N+](=O)[O-])c2)CC1	20	-4	-6	-6	1	-1	98	103	1	106	-3
CSc1nc(-c2ccccc2)[nH]c(=S)c1C(C)=O	0	-9	-7	-20	-1	-7	102	100	-2	101	-6
c1ccc(-c2ncnc3cc4n(c23)CCC4)cc1	-4	-1	-1	-5	-1	-6	99	100	-1	104	-3
Cn1c[n+](C)cc1-c1ccc(/C(N)=N/O)cc1	19	2	3	-40	2	0	109	112	2	121	0
CC(=O)Nc1nnc(SCc2cc(=O)c(OC(=O)c3ccccc3)co2)s1	-2	-2	-6	-9	1	7	90	94	3	93	0
COc1ccc(S(N)(=O)=O)cc1C(=O)NCCCN1CCN(c2ccc(C)cc2)CC1	0	-6	-13	-95	1	-7	104	101	-1	101	-4
Brc1cccc(-c2nnc3n2CCCCC3)c1	5	-5	-7	-12	-2	-8	94	99	0	100	-6
Cc1ccc2c(CN3CCC(C)CC3)cc(=O)oc2c1	-6	-3	-2	-3	-1	-2	104	102	-2	104	-1
CC(=O)N(c1cccc(Cl)c1)c1nc(C)cc(C)c1C#N	1	x	x	-20	x	x	u	95	x	98	x
COc1ccc(-c2nnn(Cc3ccccc3F)n2)cc1	-14	5	3	-3	5	0	100	100	3	102	0
CCN(c1ccccc1)S(=O)(=O)c1ccc(OC)c(NC(=O)CNCC(C)O)c1 (configuration not stated)	24	-1	0	7	0	-4	106	103	1	107	-1
CCC(=O)Nc1cccc2c1C(=O)N(C)C2=O	1	-7	0	-4	0	-5	99	100	-1	101	-8
C=CCOc1c(OC)cc(Cl)cc1C1NC(=O)NC(C)=C1C(C)=O (configuration not stated)	-2	-15	-16	-11	-6	2	96	95	-3	96	-10
Cc1ccc2c(c1)[nH]c1c(N3CCN(Cc4ccccc4)CC3)ncnc12	40	-5	-11	-6	1	0	102	103	4	103	-9
COc1cc2cc3c(N)c(C(=O)NCc4ccco4)sc3nc2cc1OC	57*	-3	-4	-18	2	-2	108	111	3	100	-6
CCOC(=O)c1ccccc1NS(=O)(=O)c1ccc(OC)cc1	19	0	1	1	-1	-4	93	104	-3	90	2

Part of the list above, with values under each structure.
Under each structure: Mcl1-Noxa inh | Bcl-2 Bim block | Bfl-1 Bim block | Mcl1-Bid inh | Mcl-1 Bim block | Bim-Bcl-XL | RGS7-Gao reg | RGS4-Gao reg | Bcl-W Bim block | RGS8-Gao reg | Bcl-B Bim block
> CCN(c1ccccc1)S(=O)(=O)c1ccc(OC)c(NC(=O)CNCC(C)O)c1 (configuration not stated)
  24 | -1 | 0 | 7 | 0 | -4 | 106 | 103 | 1 | 107 | -1
> CCC(=O)Nc1cccc2c1C(=O)N(C)C2=O
  1 | -7 | 0 | -4 | 0 | -5 | 99 | 100 | -1 | 101 | -8
> C=CCOc1c(OC)cc(Cl)cc1C1NC(=O)NC(C)=C1C(C)=O (configuration not stated)
  -2 | -15 | -16 | -11 | -6 | 2 | 96 | 95 | -3 | 96 | -10

Additional results:
SMILES	Mcl1-Noxa inh	Bcl-2 Bim block	Bfl-1 Bim block	Mcl1-Bid inh	Mcl-1 Bim block	Bim-Bcl-XL	RGS7-Gao reg	RGS4-Gao reg	Bcl-W Bim block	RGS8-Gao reg	Bcl-B Bim block
CN1CC[n+]2c(CN3C(=O)c4ccccc4C3=O)csc21	19	7	1	-17	1	4	92	95	5	88	5
CC(=O)NC(=S)Nc1ccc(NC(=O)c2cccs2)cc1	10	-6	-16	-25	-5	-10	104	104	-5	104	-10
Cc1ccc(CNc2oc(-c3ccco3)nc2S(=O)(=O)c2ccccc2)cc1	14	0	1	-10	-2	-3	109	102	-1	106	-7
CC(C)c1nc(SCC(=O)N2CCc3ccccc32)n[nH]1	5	0	-6	-3	0	0	105	109	-3	106	-4
O=C1c2ccccc2NC(c2c(Cl)cccc2Cl)N1Cc1ccccc1 (configuration not stated)	-15	-3	-2	-13	2	-1	105	101	-1	103	-2
COc1ccccc1C1=NOC(Cn2c(NCCCO)nc3c2c(=O)n(C)c(=O)n3C)C1 (configuration not stated)	24	x	x	-109	x	x	u	103	x	103	x
Cc1n[nH]c(C)c1S(=O)(=O)N1CCCC(C(=O)NCc2cccs2)C1 (configuration not stated)	0	-12	-17	-7	-4	-9	101	98	-5	99	-9
CCOC(=O)C1CCCN(C(=O)C2CCN(c3nnc(-n4cccc4)s3)CC2)C1 (configuration not stated)	-17	-2	-7	-8	-9	-7	100	100	-3	100	-8
Cc1ccc(S(=O)(=O)N(CC(=O)N2CCCCCC2)c2ccccc2)cc1	-14	-4	-11	-40	-2	1	99	100	3	101	-4
O=C(O)CC(NNC(=O)c1ccccc1)C(=O)Nc1ccc([N+](=O)[O-])cc1 (configuration not stated)	-1	x	x	-37	x	x	u	100	x	100	x
Cc1nnc2ccc(N3CCC4(CC3)OCCO4)nn12	9	-8	-8	-1	-1	-9	102	104	3	102	-7
Clc1ccc(-c2nc3cnccn3c2Nc2ccc3c(c2)OCO3)cc1	48	3	-2	-22	-4	-5	95	94	-2	104	-8
COC(=O)[C@@H](NC(=O)O[C@@H]1C(=O)c2ccc(OC)cc2O[C@H]1c1cccc(C(F)(F)F)c1)C(C)C	-1	0	2	14	0	-2	103	102	1	102	-3
Cc1nn(Cc2ccccc2)c(C)c1NC(=O)CSc1nnc(-c2cc(Cl)ccc2O)n1C	24	0	0	-35	6	-8	95	98	5	93	4
COc1ccccc1N(CC(=O)NC(C)(C)C)C(=O)C1CSC(=O)C1 (configuration not stated)	0	0	-2	-1	-3	-3	113	106	-4	107	-7
Cc1sc2nc(SCC(=O)NCc3cccs3)[nH]c(=O)c2c1C	13	2	-2	-2	0	-2	97	96	1	97	-2
CCOC(=O)C1CCN(C(=O)C2(NC(=O)Nc3ccccc3Cl)CCCCC2)CC1	13	-10	-6	-10	-3	-5	95	97	-4	99	-3
COc1ccc(CNCCSc2nnnn2C)c(OC)c1OC	18	-5	-7	-26	-2	-1	107	104	0	105	0
CC1(C)CC(=O)C(C=NC(CCC(N)=O)C(=O)O)=C(O)C1 (configuration not stated)	24	-1	0	5	-3	0	96	96	-2	98	0
C/C(=N\Nc1ccc(C(F)(F)F)cn1)c1ccncc1	-21	-2	-5	-12	-2	1	102	102	0	101	1
O=c1nc(-c2ccccc2)cc(C(F)(F)F)[nH]1	2	0	0	32	-6	-2	104	102	-3	103	-2
COc1ccc(OC)c(/C=C2\SC(=S)N(N3CCOCC3)C2=O)c1	16	x	x	6	x	x	u	100	x	100	x
Cc1nc2ccc(S(=O)(=O)Nc3ccccc3C)cc2s1	-4	-6	-2	-2	-9	-10	105	102	-8	103	-10
CN(CCOc1ccc(Br)cc1)CC(=O)Nc1cccc(S(=O)(=O)NC2=NCCC2)c1	9	35	14	-31	7	1	u	97	1	101	28
CCc1ccc(NC(=S)N2CCCC(C(F)(F)F)C2)cc1 (configuration not stated)	-14	-2	-2	-34	3	-4	99	97	0	100	-4
Cc1cccc(OCC(=O)Nc2ccc(S(=O)(=O)N3CCN(C)CC3)cc2)c1	-13	0	0	-12	-3	-6	95	100	-6	100	-5
COc1cccc(-c2cc(-c3cccnc3)c(C#N)c(N)n2)c1	-23	x	x	4	x	x	u	100	x	101	x
Cc1ccccc1SCC(=O)OCC(=O)Nc1ccc(N(C)C)cc1	61*	2	1	-6	1	1	u	101	5	100	1
O=C(NCCCN1CCc2ccccc2C1)C1CCN(S(=O)(=O)N2CCCC2)CC1	5	0	1	1	-1	0	103	99	-1	100	0
CN(C)c1cc(Nc2ccc(O)cc2)c([N+](=O)[O-])c2nonc12	13	x	x	-74	x	x	u	88	x	93	x
COC(=O)c1cc(NC(=O)c2cccs2)ccc1N1CCOCC1	6	-3	-5	-45	-3	-3	98	99	-2	101	-7
CN(C)C(=O)c1c2c(nc3ccccc13)CCCC2	-12	0	-4	-28	-1	0	103	101	0	101	-4
COc1ccc(CCNC(=O)c2ccc3c(c2)NC(=O)C(N2CCOCC2)S3)cc1OC (configuration not stated)	-6	-2	-1	-7	0	0	99	103	-3	102	-3
CCC(=O)Nc1ccc2c(c1)nc1n2CCN(C2CCCCC2)C1	26	0	9	-60	1	-2	100	100	4	97	-14
O=C(Cn1cnc2c(cnn2-c2ccccc2)c1=O)Nc1cc(S(=O)(=O)N2CCOCC2)ccc1Cl	-5	0	2	-8	-17	-11	99	99	-7	101	-6
Clc1ccc(Oc2nc(N3CCOCC3)nc(N3CCOCC3)n2)cc1	-4	1	0	-2	-1	0	104	100	-2	104	-3
COc1ccc(N=Nc2nc3cc(Br)c(Br)cc3n2C)c(OC)c1	-13	x	x	-26	-9	x	98	103	x	100	4
Cc1c(-c2ccccc2)[n+](=O)c2c(n1[O-])CCCC2	1	x	x	-12	x	x	u	102	x	102	x
COc1ccc(S(=O)(=O)Nc2ccccc2OC)cc1NC(=O)c1cc2ccccc2oc1=O	-9	-3	-2	-5	6	1	97	100	3	103	-1
O=C(Nc1cccnc1)c1ccc(Cl)cc1[N+](=O)[O-]	17	0	-1	-22	2	3	99	97	1	99	0
O=C(CSc1nnc(C2CC2)n1Cc1ccccc1)Nc1cccnc1Cl	7	0	7	-26	-5	4	u	97	11	98	2
CC1=CC2=NC(=O)/C(=C\c3cc(C)n(-c4cccc(Cl)c4)c3C)C(=N)N2O1	3	-13	-17	-14	-4	-7	98	85	-8	92	-6
